TDP2 inh: TDP2 (human) inhibition, absorbance primary screen | inhibition, % at 12.8 µM | actives 0.34% (n = 370,000) | recombinant TDP2, T5PNP hydrolysis, p-nitrophenol absorbance 415 nm | O95551;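 active means inhibition above the mean of all tested compounds plus 3 SD, set per campaign, cut at about 25% in these data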;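 further: 0% = DMSO with enzyme and 100% = buffer with substrate but no TDP2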
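System – recombinant human TDP2 · Amount – 120 nM TDP2 per well · Buffer or medium – Mg2+-containing Tris-HCl buffer, pH 7.5 · Reagent – T5PNP substrate, 5 mM · Dosing – 12.8 µM single point, 1% DMSO · Incubation – 2 h at 37 °C · Measured by – epi absorbance · Read-out basis – percent inhibition · Benchmarks – high control without enzyme, low control DMSO plus TDP2 · Repeats – singlicate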
TCR-CD3 inh: human TCR-CD3 binding inhibition. AID 651800. inhibition, % at 9.4 µM. actives 0.37% (n = 360,000). TAMRA-labeled TCR probe fluorescence, biochemical; in the data active means inhibition above about 19%;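 further: recombinant mutant TCR 2C K166C tagged with TAMRA read by polarization; 0% = receptor in buffer alone and 100% = receptor with positive control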
PG9 Ab binder: small molecules binding HIV-1 gp120 antibody PG9. inhibition, % at 6.7 µM. TR-FRET gp120-PG9 antibody binding. actives 0.43% (n = 360,000). AID 624416; in the data active means inhibition above about 8.5%
rCAG binder: binds r(CAG) RNA repeats | r(CAG) RNA repeat, TO-PRO-1 dye displacement fluorescence | actives 1.3% (n = 370,000) | inhibition, % at 3 µM | AID 651821;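 active means inhibition above the plate cutoff, the mean of all test compounds on that plate plus 3 SD, cut at about 35% in these data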;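 further: 0% = DMSO alone and 100% = 100 µM mitoxantrone as full dye displacement; higher means more dye released from RNA so lower well fluorescence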
PRMT1 FP inh: PRMT1 (human) inhibition, primary screen; recombinant PRMT1, activity-based probe fluorescence polarization; AID 652257; actives 1.3% (n = 370,000); Q99873; inhibition, % at 2.79 µM;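 active means inhibition above about 21% made by adding two undisclosed values, limit read from the data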
HTRA1 inh: blocks human HTRA1 serine peptidase; Q92743; recombinant HTRA1, FP-rhodamine activity-based probe, fluorescence polarization; inhibition, % at 5.96 µM; actives 0.5% (n = 340,000); AID 504803; in the data active means inhibition above about 36%;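 further: 0% = enzyme with DMSO and 100% = wells lacking enzyme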
Target sequence (Q92743 whole entry, looked up): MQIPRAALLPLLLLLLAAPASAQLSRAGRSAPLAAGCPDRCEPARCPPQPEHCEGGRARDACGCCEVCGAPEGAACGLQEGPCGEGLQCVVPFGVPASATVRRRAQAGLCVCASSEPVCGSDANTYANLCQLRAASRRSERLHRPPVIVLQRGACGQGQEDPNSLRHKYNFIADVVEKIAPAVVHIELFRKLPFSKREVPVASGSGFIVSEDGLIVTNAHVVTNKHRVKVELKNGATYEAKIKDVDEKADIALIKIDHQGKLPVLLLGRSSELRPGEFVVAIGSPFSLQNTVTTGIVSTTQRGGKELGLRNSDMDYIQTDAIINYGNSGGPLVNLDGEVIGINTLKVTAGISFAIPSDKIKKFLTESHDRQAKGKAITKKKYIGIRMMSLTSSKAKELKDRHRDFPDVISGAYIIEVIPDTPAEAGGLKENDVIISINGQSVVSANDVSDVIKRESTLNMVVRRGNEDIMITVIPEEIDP
mABHD4 FP: ABHD4 (mouse) inhibition, primary FP screen. purified mABHD4, FP-Rh probe fluorescence polarization. inhibition, % at 8.92 µM. Q8VD66. actives 0.54% (n = 370,000);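 active means inhibition exceeding the mean over every tested compound plus 3 SD, cut at about 30% in these data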;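 further: 0% = plate median of compound wells and 100% = S159A mutant with DMSO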
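System: mouse ABHD4 enzyme, wild type / Medium: HEPES pH 7.0, NaCl, Pluronic buffer / Reagent: FP-Rh activity-based fluorescent probe / Control set: S159A mutant high control, sample median low control / Detection: fluorescence polarization with parallel and perpendicular emission, 525/598 nm / Schedule: 45 min + 60 min at 25 °C / Compound dosing: 8.92 µM, single dose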
LEDGF integ inh: blocks HIV-1 LEDGF/p75-dependent DNA integration; inhibition, % at 3.7 µM; TR-FRET IN-LEDGF/p75 DNA integration, Eu/Cy5; actives 0.64% (n = 370,000);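 active means inhibition above the screen-wide mean plus 3 SD, cut at about 13% in these data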;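 further: signal is the Cy5 over europium emission ratio at 671 and 618 nm; 0% = plate median of compound wells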
SIAE inh: inhibitors of human sialic acid acetylesterase SIAE. Q9HAT2. SIAE FP-Rh probe binding, fluorescence polarization. inhibition, % at 9.66 µM. actives 0.69% (n = 370,000);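 active means inhibition above a cutoff: mean of compounds within the control limits plus 3 SD of those, cut at about 17% in these data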;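 further: 0% = plate median of compound wells and 100% = probe without SIAE protein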
Target sequence (Q9HAT2 whole entry, looked up): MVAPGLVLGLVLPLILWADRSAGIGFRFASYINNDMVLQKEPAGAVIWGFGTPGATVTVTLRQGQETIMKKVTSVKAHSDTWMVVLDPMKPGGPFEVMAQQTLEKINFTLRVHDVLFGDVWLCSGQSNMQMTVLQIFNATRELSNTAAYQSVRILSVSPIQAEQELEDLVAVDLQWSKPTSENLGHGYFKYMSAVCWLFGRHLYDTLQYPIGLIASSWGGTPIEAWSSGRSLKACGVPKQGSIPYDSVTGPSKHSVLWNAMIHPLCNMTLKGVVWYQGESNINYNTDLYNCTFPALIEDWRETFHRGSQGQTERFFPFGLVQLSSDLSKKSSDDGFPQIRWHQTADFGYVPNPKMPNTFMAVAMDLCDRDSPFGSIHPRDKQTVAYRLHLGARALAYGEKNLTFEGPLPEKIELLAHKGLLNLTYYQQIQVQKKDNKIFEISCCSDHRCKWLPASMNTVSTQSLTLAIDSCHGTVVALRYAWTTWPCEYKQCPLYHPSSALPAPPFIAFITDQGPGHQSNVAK
NR1D1 modulator: modulates human Rev-erb alpha binding to DNA; P20393; Rev-erbα–FITC-DNA binding, fluorescence polarization, 90 min; activity, % at 10 µM; actives 0.79% (n = 370,000); AID 1259318;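 active means activity above about 14%, limit read from the data; passing the limit was not always enough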;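 further: 0% = DMSO wells with 35 nM protein and 100% = DMSO wells with 750 nM protein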
* marks the source's active call; other numbers are inactive results; . = not tested or not shown.

SMILES	TDP2 inh	TCR-CD3 inh	PG9 Ab binder	rCAG binder	PRMT1 FP inh	HTRA1 inh	mABHD4 FP	LEDGF integ inh	SIAE inh	NR1D1 modulator
N#C/C(=C\c1c(Oc2ccccc2Cl)nc2ccccn2c1=O)C(=O)NC1CCS(=O)(=O)C1 (stereo not given)	7	1	1.3	3	4	-1	2	-1	-4	-1
O=C(NCC1CCCO1)c1nn2c(C(F)(F)F)cc(-c3ccco3)nc2c1Cl (stereo not given)	-7	-11	0.7	1	-4	3	1	6	-1	-4
COC(=O)c1c(C)[nH]c(C(=O)OC(C)C(=O)N2CCOCC2)c1C (stereo not given)	-15	3	0.0	-4	0	-4	0	0	-4	-3
CC(=O)c1ccc(OC(=O)/C=C/c2ccccc2)cc1	14	3	-2.5	-5	-2	-6	-6	3	8	-1
CCc1ccc(N(CC)C(=O)c2cn(C)c(=O)c3ccccc23)cc1	3	9	0.0	-5	-2	5	-6	3	9	-2
COc1cc(C=O)ccc1OCC(=O)Nc1cccc(S(=O)(=O)N(C)c2ccccc2)c1	-6	10	2.2	3	-5	-43	-12	2	-10	-1
CCOc1c(Br)cc(CNc2ncn[nH]2)cc1OC	-3	2	-1.4	1	0	2	4	2	0	-3
COc1cccc(-n2c(SCC(=O)NC3CCS(=O)(=O)C3)nc3ccccc3c2=O)c1 (stereo not given)	-2	3	1.2	1	-3	10	-2	1	0	4
Cn1c(SCC(=O)Nc2sccc2C#N)nnc1-c1ccccc1	-6	1	-1.0	12	2	2	12	1	4	-4
Cc1ccc(NC(=O)NCc2ccccn2)cc1	-4	-3	0.4	3	3	-2	3	-2	-5	2
Cc1ccccc1-n1ncc2c1CC(C)(C)CC2NC(=O)C1CCC1 (stereo not given)	23	-1	-0.4	-8	-3	-3	3	1	-1	0
C=CCn1c(SC)nc2sc3c(c2c1=O)CCc1ccccc1-3	-16	0	0.0	11	2	-20	-4	2	-2	-3
c1coc(CNc2nc3sc4c(c3c3ncnn23)CCCC4)c1	2	-2	0.2	-1	-3	-21	5	4	2	7
CN1CCN(C(=S)NC(=O)c2ccc(Cl)cc2)CC1	10	4	-0.7	25	3	-3	4	3	-3	-5
Cc1ccc(N2CC(C(=O)Nc3nnc(SCC(N)=O)s3)CC2=O)cc1 (stereo not given)	-4	-9	-0.4	0	2	4	6	-2	-2	4
COc1ccc(N2CCN(C(CNC(=O)C3CCCCC3)c3cccnc3)CC2)cc1 (stereo not given)	1	0	-1.7	-3	1	6	8	0	5	3
COC(=O)c1ccc(COc2ccc(NC(C)=O)cc2)o1	3	-4	0.6	-4	3	0	-2	3	-7	-2
COc1cccc(OCc2cc(C(=O)N(C)CCOc3ccc(C)cc3)no2)c1	-2	8	-2.2	-3	0	-34	-6	2	-13	3
O=C(CCn1cccn1)Nc1ccc2c(c1)OCO2	-5	8	-1.0	3	-1	11	-3	0	10	-1
COc1ccc(S(=O)(=O)N2CCC(C(=O)c3ccc4c(c3)OCCO4)CC2)cc1	-8	-1	-1.6	5	3	-24	-3	-3	-2	1
Cn1nc(C(=O)NCCN2CCOCC2)c2ccccc2c1=O	10	5	-2.0	2	-2	6	0	2	-1	1
CC(=O)Nc1ccc(C(=O)NC2CCCC2)cc1	1	5	1.2	0	-2	0	2	-3	-1	0
COc1ccc(C2C(C(=O)c3ccco3)=C(O)C(=O)N2CCc2ccccc2)cc1OC (stereo not given)	16	0	1.7	8	4	1	13	-5	6	-1
[C-]#[N+][C@]12C(=O)[C@H](C=C(Cl)[C@@]1(C)C=C)C(C)(C)[C@H]1C(=O)N(C)c3cccc2c31	-9	.	.	2	-1	.	-7	-29	0	3
C[C@@H]1CN([C@H](C)CO)C(=O)c2cc(NC(=O)Nc3ccc(F)cc3)ccc2O[C@@H](C)CCCCO[C@H]1CN(C)S(=O)(=O)c1ccc(Cl)cc1	13	2	-0.9	14	-2	.	-35	4	-54	-1
CNC(=O)CSc1nnnn1-c1ccc2c(c1)OCCO2	-5	4	-0.6	-2	-3	2	-5	2	-11	2
Cc1occc1-c1nnc(SCC(=O)Nc2ccc(F)cc2)n1C	7	5	-1.3	-1	-1	-3	6	2	0	2
COC(=O)C(Cc1cnc(Cl)s1)(C(=O)OC)c1ccc([N+](=O)[O-])cc1	4	8	-1.4	0	-1	-6	5	-5	-2	11
O=C(C[C@@H]1C/C=C/CCCC(=O)O[C@H](c2ccccc2)CNC1=O)N[C@H](CO)Cc1ccccc1	-9	-10	-0.7	-1	-3	-4	-4	3	-4	-1
CCOc1ccccc1CN1CCN(Cc2csc(C(C)=O)c2)CC1CCO (stereo not given)	-3	-2	-1.4	-7	1	4	-2	-2	-1	-5

Part of the list above, with two lines to a compound:
The line under a structure holds: TDP2 inh	TCR-CD3 inh	PG9 Ab binder	rCAG binder	PRMT1 FP inh	HTRA1 inh	mABHD4 FP	LEDGF integ inh	SIAE inh	NR1D1 modulator
- COc1ccc(C2C(C(=O)c3ccco3)=C(O)C(=O)N2CCc2ccccc2)cc1OC (stereo not given)
→ 16	0	1.7	8	4	1	13	-5	6	-1
- Cc1ccc(NC(=O)NCc2ccccn2)cc1
→ -4	-3	0.4	3	3	-2	3	-2	-5	2
- c1coc(CNc2nc3sc4c(c3c3ncnn23)CCCC4)c1
→ 2	-2	0.2	-1	-3	-21	5	4	2	7

(more compounds)
SMILES	TDP2 inh	TCR-CD3 inh	PG9 Ab binder	rCAG binder	PRMT1 FP inh	HTRA1 inh	mABHD4 FP	LEDGF integ inh	SIAE inh	NR1D1 modulator
COc1ccc(C(=O)N/N=C/c2cc3ccccc3[nH]c2=O)cc1	0	-1	-3.2	0	-2	3	6	-2	-2	-2
Cc1ccc(/C=C2/SC(=S)N(c3ccc(S(=O)(=O)Nc4nccs4)cc3)C2=O)cc1	4	-7	-0.2	42*	9	-8	2	1	-1	-3
O=c1c2ccccc2oc2nc3n(c(=O)c12)CCCS3	-3	7	-0.8	1	-2	0	2	4	1	-6
O=C(CN1CCN(c2ccc(O)cc2)CC1)Nc1cc([N+](=O)[O-])ccc1Cl	-4	-3	-2.3	8	8	10	15	1	16	3
Cc1nn(Cc2ccccc2Cl)c(C)c1NC(=O)c1nc2ncccn2n1	-7	-1	-0.8	-1	0	-1	-4	-3	2	2
COc1ccccc1CNC(=O)N1CCN(S(=O)(=O)c2ccccc2)CC1	11	4	-2.6	-4	-4	2	-1	-4	0	-2
COc1ccccc1NC(=O)C1=C(C)NC(=O)NC1c1ccco1 (stereo not given)	-1	-5	-2.3	-2	3	8	5	1	-1	5
CCOC(=O)C(/C(N)=N/C(=O)Nc1ccccc1)=C(\C)O	2	-3	-1.9	-3	-4	-1	4	3	2	-5
COc1ccc(NC(=O)Cn2nnc(C(=O)NCc3cccs3)c2N)cc1OC	-19	-7	-1.3	1	-3	-1	0	5	3	-5
CCCCn1c(CCNC(=O)c2ccco2)nc2ccccc21	18	-1	-1.6	-3	2	-1	-3	0	-2	-1
CCCc1nc(NCc2ccccc2)c(C#N)c2c1CCCC2	-1	0	-0.3	-2	0	0	0	3	-6	9
COCCN(CCOC)S(=O)(=O)c1ccc(C(=O)Nc2ccncc2)cc1	7	-8	-1.9	-1	2	0	2	-4	-3	0
CCN(CC(=O)Nc1cc(Cl)ccc1C)C(=O)Cc1sc(C)nc1-c1ccc(F)cc1	5	-9	1.4	-1	3	-9	-7	-2	13	4
Cc1ccc(SCC(=O)NCC2CCCO2)cc1 (stereo not given)	-20	7	-2.4	-2	-3	2	-11	2	-14	4
Cc1ccnc(NS(=O)(=O)c2ccc(NC(=O)C(C)(C)C)cc2)n1	3	-1	-0.6	-2	1	-3	1	-2	1	-1
O=[N+]([O-])c1ccc(Cl)c(S(=O)(=O)n2ccnc2)c1	14	8	-2.0	0	0	7	-1	1	-3	3
O=C(c1cn(-c2ccccc2)nc1-c1ccccc1)N1CCN(c2ccccn2)CC1	-8	5	-1.9	-5	1	-22	2	0	3	4
Cc1ccc2cc(C#N)c(SCC(=O)N3CCCc4ccccc43)nc2c1	-4	7	-2.1	1	-1	-1	0	-2	4	60*
O=C(CN1C(=O)C2CCCCC2C1=O)Nc1nc2ccc(F)cc2s1 (stereo not given)	4	1	-2.8	3	-4	-3	-3	1	4	-4
CN(Cc1ccccc1)C(=O)COC(=O)Cc1ccc(Cl)cc1	-1	13	-0.1	-1	-1	2	-2	0	5	-8
Cc1cccnc1C(NC(=O)C1CCN(Cc2ccc(Cl)cc2)CC1)c1ccccc1 (stereo not given)	4	-2	0.3	-2	1	.	5	-2	3	4
CCC(C(=O)NCCCN(CC)Cc1ccccc1)n1nc(C)c2sc3ccccc3c2c1=O (stereo not given)	-3	4	1.1	-7	-1	-2	2	-3	12	5
COc1ccc(OC)c(S(=O)(=O)N2CCC(C(=O)N3CCOCC3)CC2)c1	-6	-1	-2.9	-4	-3	-2	7	4	2	5
O=C(c1cccnc1)N1CCN(Cc2cccc(F)c2)CC1	-1	1	-1.3	0	4	2	17	-8	-4	2
NC(=O)NC(=O)COC(=O)c1cccc(S(=O)(=O)N2CCCCCC2)c1	-4	0	0.5	-2	4	3	-3	-7	-5	-6
O=[N+]([O-])c1ccccc1-c1cc(-c2cc(Cl)ccc2O)n[nH]1	-12	-6	-1.4	24	0	-44	-23	2	-11	-3
O=C(NCCN1CCOCC1)c1ccc(CS(=O)(=O)c2ccc(Br)cc2)o1	0	4	0.9	0	5	2	2	-2	3	-1
Cc1cc(NC(=O)CSc2nnc(-c3cccnc3)n2N)no1	5	5	-0.1	2	-4	0	4	3	-3	2
Cn1c(C(=O)NCCCN2CCCC2=O)cc2c(=O)n(C)c3ccccc3c21	-6	0	-0.9	3	0	2	-1	4	-6	1
Cc1ccccc1CS(=O)(=O)Cc1ccc(C(=O)NCC2CCCO2)o1 (stereo not given)	8	7	-3.2	-2	-3	1	-1	-2	17	5
O=C(C[C@@H]1CC[C@@H]2[C@H](COC[C@H](O)CN2CCC(F)(F)F)O1)NCc1ccc2c(c1)OCO2	-2	5	-0.2	0	-1	.	2	0	5	2
CCc1ccccc1NCC(=O)Nc1ccc(Cl)c(C(F)(F)F)c1	-20	0	-2.2	5	-1	5	-16	1	27*	-1
O=C1c2ccc3c4c(ccc(c24)C(=O)N1c1cccc(O)c1)CC3	4	6	0.5	4	-1	-2	-6	-1	-5	-24
Cc1cc(C)n(CC(=O)NNC(=O)c2ccc(NC(=O)CC#N)cc2)n1	3	1	-1.2	4	1	2	0	-5	8	-6
COc1ccc(N2CCN(S(=O)(=O)CCNC(=O)c3ccco3)CC2)cc1	-11	3	-0.2	-2	-7	3	-3	7	4	2
O=C(Nc1ccccc1)c1ccc(=O)n(Cc2cccc(Cl)c2)c1	24	7	-1.2	-5	-4	-40	-20	1	-4	-5
O=C(Nc1nc2ccc(S(=O)(=O)N3CCCCC3)cc2s1)c1ccncc1	-1	-5	1.4	22	2	-2	-4	-1	-9	-4
CC(C)(C)c1[nH]nc2c1C(c1ccoc1)C(C#N)=C(N)O2 (stereo not given)	5	-1	-1.9	-2	-2	3	9	4	-2	-7

Assay outcomes: PubChem, several laboratories

This is a subset; rates above refer to the full screens.
